hcGAS lum = human cGAS inhibition. Q8N884. recombinant h-cGAS, ATP depletion, Kinase-Glo luminescence. inhibition, % at 12.5 µM. 0.081% of 290,000 active. AID 1259398;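 further: 0% = vehicle reaction and 100% = reaction without DNA for no activity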
Target sequence (Q8N884 whole entry, looked up): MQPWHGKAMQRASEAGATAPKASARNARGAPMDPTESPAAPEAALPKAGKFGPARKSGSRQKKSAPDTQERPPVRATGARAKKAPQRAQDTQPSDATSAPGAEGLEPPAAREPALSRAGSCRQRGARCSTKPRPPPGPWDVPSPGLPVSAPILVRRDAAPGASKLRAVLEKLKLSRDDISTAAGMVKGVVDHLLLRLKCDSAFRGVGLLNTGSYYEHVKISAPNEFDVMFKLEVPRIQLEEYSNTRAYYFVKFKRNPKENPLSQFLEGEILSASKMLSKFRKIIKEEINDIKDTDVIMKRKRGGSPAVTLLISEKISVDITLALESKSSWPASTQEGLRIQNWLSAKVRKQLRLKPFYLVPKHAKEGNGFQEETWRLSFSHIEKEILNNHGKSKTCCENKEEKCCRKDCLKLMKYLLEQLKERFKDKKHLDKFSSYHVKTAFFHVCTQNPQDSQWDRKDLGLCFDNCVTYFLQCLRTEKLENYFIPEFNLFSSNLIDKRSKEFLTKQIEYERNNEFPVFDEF
mcGAS lum = blocks mouse cGAS activity | recombinant cGAS, Kinase-Glo ATP depletion luminescence | 0.15% of 160,000 active | Q8C6L5 | inhibition, % at 12.5 µM;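 further: 0% = negative control wells and 100% = reference inhibitor with no enzyme activity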
NPYLR7 ag = activates Aedes aegypti NPYLR7 receptor; HEK293T NPYLR7/Galpha15, GCaMP6s calcium fluorescence; activation, % at 10 µM; 0.15% of 270,000 active; AID 1259423; in the data active means activation above about 40%;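 further: 0% = vehicle and 100% = reference agonist at the receptor; some compounds past the cut are filed as inactive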
Active calls of the source: *; . = no result given; & = joins results of further samples. Unless noted, no stated cut-off is given here; in the data, active means inhibition above about 40%; inactive means the rest.

SMILES	hcGAS lum	mcGAS lum	NPYLR7 ag
COc1ccc(CC2CCN(C(=O)c3ccc(C(F)(F)F)c(F)c3)CC2)cc1	0	1	3
CCn1c(=O)c2c(nc3n(-c4ccc(Cl)cc4)c(C)c(C)n23)n(C)c1=O	-12	-2	5
Cc1cccc(COC(CN2CCN(C(=O)Nc3cccc(C)c3)CC2)c2ccc(Cl)cc2)c1 (stereo unspecified)	6	3	.
CC(NC(C)c1ccc2ccccc2c1)C(=O)Nc1sccc1C#N (stereo unspecified)	-3	.	1
CCn1c(=O)c(C(=O)Nc2ccccc2)c(O)c2ccccc21	-6	.	-2
CCc1ccc(NC(=O)CN2CN(c3ccccc3)C3(CCN(S(=O)(=O)c4ccc([N+](=O)[O-])cc4)CC3)C2=O)cc1	-12	-4	-2
O=C(NCc1ccncc1)c1coc(CN(Cc2cccc(C(F)(F)F)c2)Cc2ccccc2Cl)n1	1	-4	11
CCONC(=O)c1cc(-c2ccccc2OC)nc2cc(-c3ccc(Cl)cc3)nn12	-11	-5	18
CCNC(=O)C(C1CCCC1)N1CCN(C(=O)CC(=O)OC)CC1 (stereo unspecified)	-1	-6	9
O=C(NCc1cccnc1)C(Cc1ccccc1)NC(=O)C1CC(c2cccc(F)c2)=NO1 (stereo unspecified)	-7	-7	0
NC(Cc1ccc(Cl)cc1)C(=O)O (stereo unspecified)	-3&-3	-5&-3	-7&7
Cc1cccc(Oc2cc(C(C)C)nc(SCc3cccc(C#N)c3)n2)c1C	-3	-3	3
O=C(CC1CCCCC1)Nc1c2c(nn1-c1ccc([N+](=O)[O-])cc1)CSC2	-11	.	-1
c1cncc(-c2nc(NC3CCCCCCC3)c3ccccc3n2)c1	-3	-6	0
CCOc1ccc(F)cc1NC(=O)C(=O)N1CCOC(C(N)=O)C1 (stereo unspecified)	-9	.	5
Cc1cc([N+](=O)[O-])ccc1-c1ccc(C=C2C(=O)N(C)C(=O)N(C)C2=O)o1	3	0	-20
Cc1cc(C(=O)NCCN2CCCC2)nc2cc(-c3ccccc3)nn12	2	-3	12
Cc1nc(C)c(C(=O)OC(C)C(=O)N2CCN(C(=O)c3ccco3)CC2)s1 (stereo unspecified)	-8	.	-6
CN1CCN(c2ccc(F)cc2C(=O)N(C)Cc2ccsc2)CC1	-4	.	2
Cc1cc(C)cc(NC(=O)c2ccccc2NS(=O)(=O)c2cccc(Cl)c2)c1	0	-4	0
COc1ccc(C)cc1NC(=O)C(=O)NCC1CCN(C(=O)c2ccccc2F)CC1	0	.	-6
CC(N)(C(=O)O)c1ccc(-c2nn[nH]n2)cc1 (stereo unspecified)	-5	.	4
COc1cc(C(=O)CSC2=NCCS2)cc(OC)c1OC	-2&-5	.	8&1
O=C(CCc1ccccc1)N(CCN1CCOCC1)Cc1nccn1Cc1cccc(Cl)c1	15	1	-6

A section taken from the entries so far, for reference:
SMILES	hcGAS lum	mcGAS lum	NPYLR7 ag
COc1ccc(CC2CCN(C(=O)c3ccc(C(F)(F)F)c(F)c3)CC2)cc1	0	1	3
CCn1c(=O)c2c(nc3n(-c4ccc(Cl)cc4)c(C)c(C)n23)n(C)c1=O	-12	-2	5

Remaining list, next part:
SMILES	hcGAS lum	mcGAS lum	NPYLR7 ag
O=C1NCCN2CCN(C(=O)CCc3ccc(-c4cccs4)o3)CC12 (stereo unspecified)	-1	.	-1
CCCn1c(C)cc(C(=O)CC#N)c1C	-10	-7	11
O=C(c1nn(-c2ccc(C(F)(F)F)cc2)c(=O)n(Cc2ccc(F)cc2)c1=O)N1CCCC1	-2	-4	8
CC1(C(=O)NS(=O)(=O)c2cccc(C#N)c2)CCN1C(=O)Cc1ccc(Cl)cc1Cl (stereo unspecified)	4	.	6
CCc1ccccc1NCC(=O)Nc1ccc(C)c(S(=O)(=O)N(C)C)c1	0	.	4
CN(C)CCCN1C(=O)C(O)=C(C(=O)c2cccs2)C1c1cccc(Br)c1 (stereo unspecified)	-8	-7	0
COc1ccc(-c2cccc(-n3cncc3C(=O)N(C)CCc3c[nH]c4ccccc34)c2)cc1OC	-1	-6	12
CN(CCCNC(=O)C1CC1(c1ccccc1)c1ccccc1)c1ccccc1 (stereo unspecified)	-4	-3	-8
CC(C)CCN1CCCn2cccc2C1c1ccccc1F (stereo unspecified)	3	1	2
CSc1ncc(Br)c(=O)[nH]1	9	.	2
COC(=O)c1cc(Br)ccc1S(=O)(=O)N1CCNC(=O)C1	-6	.	7
COc1ccc(S(=O)(=O)NC(=O)C2(C)CCN2C(=O)c2cccc3ccccc23)cc1OC (stereo unspecified)	-6	.	7

Taken from above (14 entries):
SMILES	hcGAS lum	mcGAS lum	NPYLR7 ag
Cc1cc(C)cc(NC(=O)c2ccccc2NS(=O)(=O)c2cccc(Cl)c2)c1	0	-4	0
COc1ccc(C)cc1NC(=O)C(=O)NCC1CCN(C(=O)c2ccccc2F)CC1	0	.	-6
CC(N)(C(=O)O)c1ccc(-c2nn[nH]n2)cc1 (stereo unspecified)	-5	.	4
COc1cc(C(=O)CSC2=NCCS2)cc(OC)c1OC	-2&-5	.	8&1
O=C(CCc1ccccc1)N(CCN1CCOCC1)Cc1nccn1Cc1cccc(Cl)c1	15	1	-6
O=C1NCCN2CCN(C(=O)CCc3ccc(-c4cccs4)o3)CC12 (stereo unspecified)	-1	.	-1
CCCn1c(C)cc(C(=O)CC#N)c1C	-10	-7	11
O=C(c1nn(-c2ccc(C(F)(F)F)cc2)c(=O)n(Cc2ccc(F)cc2)c1=O)N1CCCC1	-2	-4	8
CC1(C(=O)NS(=O)(=O)c2cccc(C#N)c2)CCN1C(=O)Cc1ccc(Cl)cc1Cl (stereo unspecified)	4	.	6
CCc1ccccc1NCC(=O)Nc1ccc(C)c(S(=O)(=O)N(C)C)c1	0	.	4
CN(C)CCCN1C(=O)C(O)=C(C(=O)c2cccs2)C1c1cccc(Br)c1 (stereo unspecified)	-8	-7	0
COc1ccc(-c2cccc(-n3cncc3C(=O)N(C)CCc3c[nH]c4ccccc34)c2)cc1OC	-1	-6	12
CN(CCCNC(=O)C1CC1(c1ccccc1)c1ccccc1)c1ccccc1 (stereo unspecified)	-4	-3	-8
CC(C)CCN1CCCn2cccc2C1c1ccccc1F (stereo unspecified)	3	1	2

New compounds follow.
SMILES	hcGAS lum	mcGAS lum	NPYLR7 ag
CC(=O)c1c(C)[nH]c(C(=O)N(Cc2ccc(F)cc2)C2CC2)c1C	-6	.	9
O=C(NCCCn1nc(-c2ccccc2)ccc1=O)Nc1cccc(C(F)(F)F)c1	4	.	0
COC(=O)c1ccc(NC(=O)c2cccn(OCc3ccccc3F)c2=O)cc1	-3	-6	3
Cc1ccc(Cl)c2sc(N(CCN3CCOCC3)C(=O)c3ccc(C#N)cc3)nc12	-9	.	13
C=CCn1c(SCC(C)=O)nc2c1c(=O)n(C)c(=O)n2C	-2	-5	.
Cc1ccc2nc(-c3cc(NC(=O)c4ccccc4C)ccc3Cl)oc2c1	3	.	-3
CCN(CCN1C(=O)C(C)SC1c1cccc(C)c1)S(=O)(=O)c1cccc2cccnc12 (stereo unspecified)	0	-4	0
O=C(NCCNc1ccc(Nc2cccnc2)nn1)c1cccc2ccccc12	1	1	-1
Cc1ccc2[nH]c(O)c(N=Nc3cccc4cccnc34)c2c1	-3	-4	6
CN(c1cc(C(F)(F)F)nc(SCc2ccc(C(=O)NCC3CCCO3)o2)n1)C1CCCCC1 (stereo unspecified)	-10	-4	7
Cc1ccc(C(O)c2ncc(-c3cccc(C(F)(F)F)c3)[nH]2)cc1 (stereo unspecified)	-4	.	0
CC1(C)/C(=C\Br)C2(C(=O)O)CCC1C2 (stereo unspecified)	-4	.	-1
Cc1ccc(C(C)Nc2nc(CN3CCOCC3)nc3sc4c(c23)CCC(C)C4)o1 (stereo unspecified)	-7	.	-4
CN(C)c1nccc(N2CCN(C(=O)CN3CCCOC3=O)CC2)n1	-8	.	5
Clc1ccc(-c2nc(CSc3ccccc3Cl)cs2)cc1	-10	-9	4
CC(Cc1cnccn1)NC(=O)c1cccc(-c2cccc(F)c2)c1 (stereo unspecified)	-2	.	9
Nc1c(-c2ccccc2)nc(Cl)nc1-c1ccccc1	-4	-7	0
CCN(CC)C(CNC(=O)c1ccc(N2CC(C)OC(C)C2)nc1)c1ccsc1 (stereo unspecified)	-1	.	1
COc1ccc(NC(=O)C2(c3ccnc(Nc4cccc(O)c4)c3)CC2)cn1	-3	-6	13
CN(Cc1cccc(F)c1)Cc1nc2scc(-c3ccc(F)cc3)c2c(=O)[nH]1	-3	-6	4
COc1cc(C(=O)N/N=C(/C)c2cccc(NC(=O)C(C)(C)C)c2)cc(OC)c1OC	-7	.	12
CNc1cnc(-c2ccc(OCCCN(C)C)nc2)cn1	-18	.	1
COc1ccc(CNC(=O)NNC(=O)c2ccc(F)cc2)cn1	-9	.	12
Cc1nn2c(ncc3c(=O)n(-c4ncn[nH]4)ccc32)c1-c1ccc(F)cc1	-5	.	2
O=C(NC1CCCN(CCc2ccccc2)C1)c1c(F)ccc(F)c1F (stereo unspecified)	-9	.	2
O=C(C1CCCN(Cc2ccc(-n3cncn3)cc2)C1)N1CCCC1 (stereo unspecified)	-7	-23	2
C=CCN(CC(=O)N1CCc2sccc2C1c1ccccc1C)C(=O)c1cccc([N+](=O)[O-])c1 (stereo unspecified)	-7	-6	4
COc1ccccc1/C=C/C1=NC(=C\c2cccc(F)c2)/C(=O)O1	-3	.	-3
Cc1cccc(OCC(=O)N2CCOC(Cc3ccccc3)C2)c1C (stereo unspecified)	-7	.	21
O=C(O)CN1C(=O)C2CCCCC2C1=O (stereo unspecified)	-5	.	-7
O=C(C=Cc1ccco1)Nc1cccc(S(=O)(=O)N2CCCCC2)c1	0	-2	4
COC(=O)c1cn([C@@H]2C[C@@H](C(=O)NCCc3cccc(Cl)c3)N(C3CCCC3)C2)nn1	-4	-22	-3
O=c1c2nccnc2ncn1CC(c1ccccc1)N1CCCCC1 (stereo unspecified)	-8	.	17
Cc1cc(F)ccc1NC(=O)CCC1CCCN(C(=O)c2ccc(=O)n(C)n2)C1 (stereo unspecified)	-5	-10	5
O=C(Cc1ccccc1)N1CC(=O)N(C2Cc3ccccc3C2)CC(O)C1 (stereo unspecified)	-1	-5	0
CC(C)(Oc1ccc(F)cc1)C(=O)NC(c1ccccc1)C1CC1 (stereo unspecified)	-3	.	1
CC(C)(C)OCCOc1ccc2ncccc2c1	-17	.	-3
Cc1cc(=O)n2nc(N3CCCC(C(=O)N4CCN(C)CC4)C3)sc2n1 (stereo unspecified)	-6	-3	7
CCOC(=O)Cc1cc(=O)[nH]c(N=C(N)Nc2ccc(OCC)cc2)n1	-5	.	10
CN(C)c1nc2ccc(OC(=O)c3ccc([N+](=O)[O-])o3)cc2s1	-7	-8	2
COc1ccc(-c2cc(C(=O)NCCN3CCOCC3)n3nc(C(C)(C)C)cc3n2)cc1	-7	-8	8
O=C(CCN1CCCCO1)NCc1cccnc1Oc1ccccc1F	-1	.	-1
Cc1c([N+](=O)[O-])c([N+](=O)[O-])nn1CC(=O)N1CCCCC1	-2	.	2
FC(F)(F)C1CN(c2ccnc3ccccc23)CCO1 (stereo unspecified)	-2	.	-2
Cc1ccc(NC(=O)CSc2nc(=O)n3ccc(C)cc3n2)cc1	-12	-8	1
CN(Cc1nnc(-c2ccccc2)o1)C(=O)c1onc2ccccc12	-5	.	8
CNS(=O)(=O)c1ccc(C(=O)N2CCCC2c2ccc3c(c2)OCCO3)cc1 (stereo unspecified)	4	.	1
CCN(CC)c1onc(-c2ccc(F)cc2)c1CN(CC1CC1)C(=O)c1ccc(Cl)cc1	-2	-5	7
O=C1CSC2=NCN(c3ccc(Cl)cc3)CN12	2	.	-7
N#CC(=Cc1ccc(-c2ccccc2)cc1)c1ccccn1	-12	-5	0
CCn1ccc(C(=O)N(Cc2ccc(SC)cc2)C2CC2)n1	-4	.	0
O=C(NCCn1nc(-c2ccc(F)cc2)ccc1=O)C1c2ccccc2Oc2ccccc21	-10	-10	-2
CC(NC(=O)c1ccccc1NS(=O)(=O)c1cccc(Cl)c1)c1ccccc1 (stereo unspecified)	1	2	5
O=C(COc1ccc(N2CCN(c3ccccn3)CC2)nn1)N1CCOc2ccccc2C1	-3	.	0
COc1nc(NC(C)=O)cc(=O)n1C	-7	.	6
Oc1cccc(CN(c2nccc(C(F)(F)F)n2)C2CC2)c1	-5	-6	7
Cn1ncc(Oc2ccc3c(c2)OCO3)c(Nc2ccc(C(=O)NCCc3ccccn3)cc2)c1=O	2	-3	3
O=C(CCC1CCCC1)Nc1c(-c2cccc(F)c2)nc2ccccn12	0	1	-5
OC[C@H]1O[C@@H](n2cnc3c2NC=NC[C@H]3O)CC1O (stereo partly specified)	-4	-8	14
COC(=O)c1ccccc1N(C)C(=O)COC(=O)C1CCC(=O)NC1 (stereo unspecified)	2	0	4

Next part.
SMILES	hcGAS lum	mcGAS lum	NPYLR7 ag
CCOC(=O)c1ccc2c(c1)nc(SCc1ccc(Cl)cc1F)n2CCc1ccc(OC)cc1	0	-5	2
CCCCc1nnc(-c2cc3ccccc3[nH]2)o1	-12	.	-3
O=C(O)c1cc(-c2ccccc2Cl)nn1-c1ccc(Cl)c(Cl)c1	0	.	13
Cc1nc(C2CCCN(CCCn3cnnn3)C2)cc(N2CCCC2)n1 (stereo unspecified)	-16	-6	.
COc1cc(C=C(C#N)C#N)ccc1OC(=O)c1ccc(F)cc1	-8	-3	-7
Cc1nnc(CN(C)C(C)C2CC2)o1 (stereo unspecified)	-2	.	3
Cn1cnc(S(N)(=O)=O)c1Cl	-2	.	-4
COc1ncccc1C(=O)N1CCC(Cn2cc(-c3ccccc3)nn2)CC1	-6	.	6
CC(C)(C)c1cc2nc(C(=O)N3CCC4(CC3)OCCO4)cc(-c3cccc(F)c3)n2n1	-2	-2	4
COc1cccc(COc2coc(CN3CCCN(S(=O)(=O)c4ccc(C(F)(F)F)cc4Cl)CC3)cc2=O)c1	-5	-7	31

High-throughput results from PubChem BioAssay.

Outcome played no part in choosing rows; overall some 0.27% were active at least once.
